Assay outcomes as filed in PubChem.
GALK inhibitor = inhibitors of human galactokinase (GALK); P51570; recombinant GALK, Kinase-Glo ATP luminescence, 1 h; Potency, µM (doses to about 57.5 µM), for inactives: at the top dose activity, negative = inhibition, hits mostly inhibitors; 44,000 tested, under 10 active;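 further: plate controls were full GALK reaction for no effect and reaction lacking GALK for full effect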
Target sequence (P51570 whole entry, looked up): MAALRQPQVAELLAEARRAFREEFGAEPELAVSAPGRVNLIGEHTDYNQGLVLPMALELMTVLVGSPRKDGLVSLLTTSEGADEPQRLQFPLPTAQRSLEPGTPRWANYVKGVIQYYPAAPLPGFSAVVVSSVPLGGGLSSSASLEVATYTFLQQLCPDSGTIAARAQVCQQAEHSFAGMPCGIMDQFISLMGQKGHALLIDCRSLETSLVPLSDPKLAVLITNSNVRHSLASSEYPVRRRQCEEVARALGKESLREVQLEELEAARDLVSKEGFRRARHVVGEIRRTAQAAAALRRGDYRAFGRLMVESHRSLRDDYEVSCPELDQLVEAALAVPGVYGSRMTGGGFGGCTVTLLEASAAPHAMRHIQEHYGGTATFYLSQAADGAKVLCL
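Compounds were pinned into ATP buffer, then GALK-galactose mix was added (final 5 nM enzyme, 35 uM ATP, 100 uM galactose, pH 8.0). After 1 h at room temperature, Kinase-Glo Plus was added and luminescence read.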
p53null 32C kill = selectivity test: cytotoxicity in p53 null cells, permissive temperature | H1299-neo p53 null cells, ATP luminescence, 24 h, 32C | Potency, µM (titrated, usually from 46.1 µM), for the others: top-dose activity change, negative = cytotoxicity, hits mostly cytotoxic | 55,000 tested, 0.62% active;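 further: potency means the concentration at half of the fitted maximal effect; 0% = DMSO only and -100% = full killing by 100 µM tamoxifen; nearly all actives have a fitted effect of over 55% in size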
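H1299-neo (p53 null) cells, 600/well, treated 24 h at 32C with compound up to 46 uM; ATPlite luminescence viability, normalized to DMSO and 100 uM tamoxifen; AC50 by Hill fit.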
p53null 39C kill = p53 null cell cytotoxicity, nonpermissive temperature; H1299 p53-null (neo) cells, 39C, ATPlite viability, 24 h; Potency, µM (titrated, usually from 46.1 µM), for inactives: at the top dose activity, negative = cell killing, usual class: cytotoxic; AID 904; 55,000 tested, 0.97% active;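 further: potency means the concentration at half of the fitted maximal effect; 0% = DMSO only and -100% = full killing by 100 µM tamoxifen; nearly all actives have a fitted effect of over 50% in size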
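Concentration-response (up to 46 uM) was run for 24 h at the nonpermissive 39C on H1299-p53A138V or H1299-neo cells. ATP content was measured with ATPlite luminescence. AC50 values were Hill-modeled after normalizing between DMSO and 100 uM tamoxifen killing.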
NTMT1 inh = NTMT1 methyltransferase inhibition; Q9BV86; Potency, µM (series often up to 114 µM), for the others: top-dose activity change, negative = inhibition, usual class: inhibitors; 59,000 tested, 2.5% active; NTMT1 MTase-Glo SAH luminescence, purified enzyme;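 further: potency means the concentration at half of the fitted maximal effect; plate controls were DMSO vehicle for no effect and no enzyme for full effect; nearly all actives have a fitted effect of over 65% in size; many of its hits are not listed in these tables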
Target sequence (Q9BV86 whole entry, looked up): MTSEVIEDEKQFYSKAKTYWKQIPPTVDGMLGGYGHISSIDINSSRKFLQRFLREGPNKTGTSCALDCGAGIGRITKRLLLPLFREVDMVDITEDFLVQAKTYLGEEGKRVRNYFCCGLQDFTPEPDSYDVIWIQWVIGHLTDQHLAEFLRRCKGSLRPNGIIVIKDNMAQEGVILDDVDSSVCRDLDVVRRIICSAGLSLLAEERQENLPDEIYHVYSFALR
B2AR arrestin ag = beta-arrestin recruitment by human beta2-adrenergic receptor ligands. 44,000 tested, under 10 active. P07550. Potency, µM (doses to about 46.1 µM), without a hit: at the highest dose activation, most hits filed as activators. HTLA Tango cells, beta-arrestin recruitment, luciferase luminescence, 18 h. AID 1347077;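 further: potency means the concentration at half of the fitted maximal effect; 0% = DMSO and full agonism = EC100 isoproterenol or metaproterenol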
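Luminescence read-out: arrestin recruitment to recombinant beta2-AR releases tTA, inducing luciferase. Cells exposed 18 hr at 37 degrees C to up to 46 microM compound; %Activity from corrected signal, concentration-response curves classified by r2, magnitude and efficacy.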
FH mod = Identification of activators of human fumarate hydratase by quantitative high-throughput screening; Fumarate hydratase, mitochondrial (Homo sapiens), P07954; FH coupled MDH/diaphorase resazurin fluorescence, 15 min; Potency, µM (titrated, usually from 79.9 µM), inactives show at the highest dose activity change, negative = inhibition, actives largely listed as inhibitors; 54,000 tested, 0.22% active; AID 1347055, 2019; further: potency means the concentration at half of the fitted maximal effect; on the % scale 0 is the no-effect control and ±100 the full control effect; the screen sought activators but most active calls are inhibition curves; nearly all actives have a fitted effect of over 45% in size
PTAP-TSG101 blk = TSG101-PTAP interaction inhibition, HIV-1 budding; Q99816; Fluorescence polarization, FITC-PTAP peptide/Tsg101, 20 min; Potency, µM (titrated, usually from 115 µM), without a hit: top-dose activity change, negative = inhibition, actives largely listed as inhibitors; 44,000 tested, under 10 active; further: potency means the concentration at half of the fitted maximal effect; 0% is about no effect
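Compounds pinned into 10 uM Tsg101 binding domain, then 50 nM FITC-PTAP peptide added in pH 7.5 HEPES buffer; FP read after 20 min, room temperature. Total S+P intensity flags fluorescent compounds; active cut-off <25 µM, efficacy <60%.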
* hit, by the source's call; ? = inconclusive. The call rests on the fitted dose curve; in most records, active means well fitted curve in the direction sought with a large enough effect; inconclusive means small, poorly fitted or top-dose-only effect, or another doubt; inactive means no such curve, though single readings can be large; an effect the other way counts as inactive or inconclusive. An excerpt, so the mix of outcomes need not match the whole.

Letters – A = GALK inhibitor; B = p53null 32C kill; C = p53null 39C kill; D = NTMT1 inh; E = B2AR arrestin ag; F = FH mod; G = PTAP-TSG101 blk
> CCn1c(=O)cc(OCC(=O)N2CCN(c3ccc(C)cc3)C(C)C2)c2ccccc21 (stereo not drawn)
  A: 5.0% | B: -4.3% | C: 25.1µM* | D: -19.2% | E: 0.4% | F: -7.4% | G: 1.2%
> CCOc1ccc(CNC(=O)c2cc3c(=O)oc4ccc(C)cc4c3s2)cc1
  A: 8.0% | B: 3.1% | C: -10.8% | D: -13.7% | E: 6.4% | F: -28.8% | G: -0.9%
> Cc1ccccc1NC(=O)Cn1c(SCC(=O)Nc2ccc(F)cc2)nc2ccccc21
  A: -5.6% | B: -14.6% | C: -10.7% | D: -4.5% | E: -0.6% | F: 0.8% | G: 3.8%
> Cc1ccc(C2N3CC4(C)CN2CC(c2ccccc2)(C3)C4=O)cc1 (stereo not drawn)
  A: -5.3% | B: -2.6% | C: -17.6% | D: 13.9% | E: -2.0% | F: -8.9% | G: 0.1%
> CC1CCN(c2nc3c(S(=O)(=O)c4ccccc4)nnn3c3ccsc23)CC1
  A: -0.6% | B: 1.0% | C: 16.5% | D: 13.9% | E: -0.2% | F: -2.4% | G: -1.3%
> CCN1CCN(c2nc3c(S(=O)(=O)c4ccc(Br)cc4)nnn3c3ccsc23)CC1
  A: 1.2% | B: -0.6% | C: -1.6% | D: ? | E: -1.3% | F: -12.2% | G: 3.8%
> COC(=O)c1sccc1S(=O)(=O)N(CC(=O)Nc1cc(C)ccc1C)c1ccc(C)c(C)c1
  A: 0.5% | B: 4.8% | C: 12.9% | D: -1.3% | E: 0.7% | F: -20.5% | G: 2.7%
> Cc1ccccc1C(=O)Nc1nnc(S(=O)(=O)N2CCc3ccccc32)s1
  A: 4.5% | B: 8.3% | C: 7.2% | D: 4.1% | E: -0.6% | F: -6.3% | G: 0.0%
> CN(C)C1(CNC(=O)COc2cccc(Cl)c2)CCCCC1
  A: -0.3% | B: -0.3% | C: 6.3% | D: 11.4% | E: -1.1% | F: 5.8% | G: -3.6%
> CCc1ccc(Nc2nnc(-c3cc4cc(OC)ccc4oc3=O)s2)cc1
  A: 0.6% | B: 1.8% | C: 2.1% | D: 12.3% | E: -2.7% | F: 5.3% | G: 0.8%
> Cc1ccc(-n2ncc3c(N4CCN(C)CC4)ncnc32)cc1
  A: -0.2% | B: ? | C: 19.1% | D: -1.3% | E: -1.9% | F: -0.4% | G: -0.7%
> Cc1csc2nc(-c3ccc(NS(=O)(=O)c4cccc(F)c4)cc3)cn12
  A: 3.5% | B: 1.0% | C: 0.9% | D: 7.2% | E: -0.7% | F: -11.4% | G: -2.4%
> CCOc1ccc(-c2nn(-c3ccc(F)cc3)c3c2cnc2ccc(F)cc23)cc1
  A: 1.2% | B: 0.4% | C: -8.7% | D: 8.3% | E: 0.5% | F: 0.0% | G: -0.4%
> Brc1cccc(-c2nnn3c2nc(NCc2ccc4c(c2)OCO4)c2ccccc23)c1
  A: 0.4% | B: -5.1% | C: -10.0% | D: -10.7% | E: -0.7% | F: 0.8% | G: -5.9%
> COc1ccc(OC)c(NC(=O)CN(C)S(=O)(=O)c2ccc(C(=O)N3CCOCC3)s2)c1
  A: 2.4% | B: -3.8% | C: 3.7% | D: -2.2% | E: -0.7% | F: 6.2% | G: -6.4%
> Cc1ccn2c(Nc3c(C)cccc3C)c(-c3ccsc3)nc2c1
  A: -3.1% | B: 16.7% | C: -13.1% | D: -8.2% | E: 0.9% | F: -18.2% | G: -4.2%
> CCCCN1CC(c2nc3ccccc3n2CCCCOc2cc(C)cc(C)c2)CC1=O (stereo not drawn)
  A: -10.9% | B: 3.6% | C: 8.3% | D: 5.8% | E: -2.2% | F: ? | G: -5.4%
> O=C(NC1CC(=O)N(c2ccc(F)cc2)C1)c1ccc(S(=O)(=O)N2CCCCC2)cc1 (stereo not drawn)
  A: 1.3% | B: -5.6% | C: -20.5% | D: -0.6% | E: -3.7% | F: -1.5% | G: -2.8%
> Cn1c(=O)sc2cc(NS(=O)(=O)c3ccc(C(C)(C)C)cc3)ccc21
  A: -3.1% | B: 7.6% | C: -5.8% | D: -10.4% | E: -0.2% | F: -11.5% | G: -5.4%
> O=C(Nc1noc2ccccc12)c1ccc(F)cc1
  A: 8.5% | B: 12.6µM* | C: ? | D: ? | E: 0.8% | F: -11.8% | G: -0.9%

Quoted at random: six records from the list, in no set order.
Letters – A = GALK inhibitor; B = p53null 32C kill; C = p53null 39C kill; D = NTMT1 inh; E = B2AR arrestin ag; F = FH mod; G = PTAP-TSG101 blk
> Cn1c(=O)sc2cc(NS(=O)(=O)c3ccc(C(C)(C)C)cc3)ccc21
  A: -3.1% | B: 7.6% | C: -5.8% | D: -10.4% | E: -0.2% | F: -11.5% | G: -5.4%
> O=C(Nc1noc2ccccc12)c1ccc(F)cc1
  A: 8.5% | B: 12.6µM* | C: ? | D: ? | E: 0.8% | F: -11.8% | G: -0.9%
> O=C(NC1CC(=O)N(c2ccc(F)cc2)C1)c1ccc(S(=O)(=O)N2CCCCC2)cc1 (stereo not drawn)
  A: 1.3% | B: -5.6% | C: -20.5% | D: -0.6% | E: -3.7% | F: -1.5% | G: -2.8%
> Cc1csc2nc(-c3ccc(NS(=O)(=O)c4cccc(F)c4)cc3)cn12
  A: 3.5% | B: 1.0% | C: 0.9% | D: 7.2% | E: -0.7% | F: -11.4% | G: -2.4%
> Brc1cccc(-c2nnn3c2nc(NCc2ccc4c(c2)OCO4)c2ccccc23)c1
  A: 0.4% | B: -5.1% | C: -10.0% | D: -10.7% | E: -0.7% | F: 0.8% | G: -5.9%
> COc1ccc(OC)c(NC(=O)CN(C)S(=O)(=O)c2ccc(C(=O)N3CCOCC3)s2)c1
  A: 2.4% | B: -3.8% | C: 3.7% | D: -2.2% | E: -0.7% | F: 6.2% | G: -6.4%

Continuation:
Letters – A = GALK inhibitor; B = p53null 32C kill; C = p53null 39C kill; D = NTMT1 inh; E = B2AR arrestin ag; F = FH mod; G = PTAP-TSG101 blk
> Cc1nn(C(C)C(=O)Nc2cccc(F)c2)c(=O)c2c1sc1ccccc12 (stereo not drawn)
  A: -10.2% | B: -11.2% | C: -15.6% | D: 10.3% | E: 0.4% | F: -3.2% | G: 1.7%
> CCC(=O)N1CCc2cc(CNC(=O)c3ccc(C#N)cc3)ccc21
  A: 1.7% | B: -3.4% | C: 21.2% | D: 9.3% | E: -2.6% | F: 6.1% | G: -1.1%
> CCN1CCN(C(=O)c2ccc3c(c2)N(Cc2ccccc2F)C(=O)c2ccccc2S3=O)CC1 (stereo not drawn)
  A: 0.2% | B: -2.6% | C: -10.6% | D: -4.9% | E: 0.4% | F: 1.3% | G: -0.7%
> O=c1c2c3c(sc2n(Cc2ccc(F)cc2Cl)c(=O)n1-c1ccc(Cl)cc1)CCC3
  A: 1.0% | B: 5.9% | C: -4.9% | D: ? | E: 0.3% | F: -11.2% | G: 1.6%
> CCn1c(=O)cc(SCC(=O)NCc2ccc(OC)cc2OC)c2ccccc21
  A: -2.8% | B: -4.2% | C: -15.4% | D: 5.6% | E: 0.8% | F: -7.3% | G: 0.0%
> CCOc1ccccc1N1CC(c2nc3ccccc3n2CCCCOc2ccccc2)CC1=O (stereo not drawn)
  A: 7.5% | B: ? | C: ? | D: 5.7% | E: -3.6% | F: -37.2% | G: -2.7%
> CCN1CCC(N(Cc2cccc(OC)c2)C(=O)Nc2cccc(C)c2C)CC1
  A: 2.1% | B: -1.7% | C: -4.5% | D: -1.2% | E: -0.7% | F: 0.4% | G: -3.7%
> CCN(CC)S(=O)(=O)c1ccc2c(c1)N(CC(=O)Nc1cccc(C)c1C)C(=O)C1CCCN21 (stereo not drawn)
  A: 0.4% | B: -0.1% | C: 10.2% | D: -12.0% | E: 0.9% | F: -13.1% | G: 0.1%
> COCCNc1nc(NCc2cccc(Cl)c2)c2cnn(C)c2n1
  A: 0.0% | B: -7.9% | C: -1.6% | D: -2.6% | E: -1.0% | F: 1.9% | G: -4.6%
